TDP1 cell noCPT = qHTS for Inhibitors of human tyrosyl-DNA phosphodiesterase 1 (TDP1): qHTS in cells in absence of CPT. Potency, µM (titrated, usually from 46.2 µM), for inactives: at the top dose activity change, negative = growth inhibition, actives largely listed as inhibitors. 15% of 420,000 active. DT40 Tdp1-/- hTDP1 cells, no CPT, ATP luminescence, 48 h; also: nearly all actives have a fitted effect of over 55% in size
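Chicken DT40 Tdp1-/- cells complemented with human TDP1, screened without camptothecin (DMSO vehicle only), 400 cells/well. Compounds pin-transferred, cells incubated at 37 °C for at least 48 hr. Growth read as ATP-dependent luminescence (CellTiter-Glo, 30 min at RT).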
TDP1 block = blocks human tyrosyl-DNA phosphodiesterase 1. Q9NUW8. recombinant TDP1, AlphaScreen DNA substrate cleavage. Potency, µM (series often up to 130 µM), without a hit: at the highest dose activity change, negative = inhibition, actives largely listed as inhibitors. 0.28% of 350,000 active. AID 485290; also: nearly all actives have a fitted effect of over 40% in size
Target sequence (Q9NUW8 whole entry, looked up): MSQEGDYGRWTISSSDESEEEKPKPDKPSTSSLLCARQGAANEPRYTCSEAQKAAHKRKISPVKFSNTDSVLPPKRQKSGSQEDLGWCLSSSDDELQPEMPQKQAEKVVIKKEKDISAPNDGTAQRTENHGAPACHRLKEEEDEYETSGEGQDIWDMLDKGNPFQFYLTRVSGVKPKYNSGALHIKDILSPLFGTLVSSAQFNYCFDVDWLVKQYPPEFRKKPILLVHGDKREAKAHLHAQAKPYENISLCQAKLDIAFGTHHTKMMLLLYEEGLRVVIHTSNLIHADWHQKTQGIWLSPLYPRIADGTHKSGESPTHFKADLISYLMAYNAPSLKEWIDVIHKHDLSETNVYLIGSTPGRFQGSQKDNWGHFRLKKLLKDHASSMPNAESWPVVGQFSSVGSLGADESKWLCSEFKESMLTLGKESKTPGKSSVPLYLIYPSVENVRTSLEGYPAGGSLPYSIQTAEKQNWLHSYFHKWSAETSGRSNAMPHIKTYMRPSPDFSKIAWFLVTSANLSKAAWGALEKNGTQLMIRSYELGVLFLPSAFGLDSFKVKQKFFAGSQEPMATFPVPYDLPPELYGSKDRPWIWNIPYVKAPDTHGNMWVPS
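Recombinant human Tdp1 (E. coli-expressed, 1 nM final) preincubated with compounds 15 min at room temperature, then 5'-biotin/3'-phosphotyrosine-FITC DNA substrate (15 nM final) added for 5 min. AlphaScreen beads (10 ug/ml final) added 10 min; cleavage lowers signal.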
TDP1 cell CPT = DT40-hTDP1 cell growth loss with CPT; Potency, µM (top dose mostly 46.2 µM), for the others: top-dose activity change, negative = growth inhibition, actives largely listed as inhibitors; chicken DT40 Tdp1-/-;hTDP1 cells + 20 nM CPT, ATP luminescence, 48 h; AID 686979; 12% of 420,000 active; also: nearly all actives have a fitted effect of over 55% in size
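Chicken DT40 Tdp1-/- cells stably complemented with human TDP1 were seeded at 400 cells/well in medium containing 20 nM camptothecin, exposed to pin-transferred compounds, and grown at 37 °C for at least 48 hr. Viability was read as ATP luminescence.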
Starred values were filed as active, the others as inactive; ? = inconclusive; nt = not tested or not shown; & = joins results of further samples; [ ] = another dose, or the depositor's remark. Calls follow the shape of the dose curve; as a rule, active = well fitted curve in the direction sought with a large enough effect; inconclusive = small, poorly fitted or top-dose-only effect, or another doubt; inactive = no such curve, though single readings can be large; an effect the other way counts as inactive or inconclusive. % is scaled to controls: 0 for no effect and ±100 for the full control effect; potency is read from the fitted curve at half-maximal effect. The order is random. About 18% of those tested had a hit in this group.

Values run as follows: TDP1 cell CPT	TDP1 cell noCPT	TDP1 block
> Cc1ccc(C(=O)NC(N(C)C)C(Cl)(Cl)Cl)cc1 (stereo not given)
  -4%	-6%	3%
> CCOc1ccccc1NC(=O)c1c(NC(=O)C(C)Oc2cccc(Cl)c2)sc2c1CCCCC2 (stereo not given)
  -10%	-17%	-2%[12.3 µM]
> COC1=C/C(=C/c2c(N)n3nc(CC(=O)N4CCOCC4)sc3nc2=O)C=CC1=O
  -1%	-9%	-3%
> NCCOc1ccccc1Cc1ccccc1
  ?	?	0%
> O=C1CN(C(=O)COC(=O)c2cc(Cl)ccc2[N+](=O)[O-])c2ccccc2N1
  -7%	?	nt
> O=C(O)C1CCN(S(=O)(=O)/C=C/c2ccccc2)CC1
  -8%	7%	0%
> NS(=O)(=O)c1ccc(NC(=O)c2ccc3nccnc3c2)cc1
  3%	-8%	nt
> CN(c1ccc(OCC(=O)OCC(=O)Nc2ccccc2F)cc1)S(=O)(=O)c1cccs1
  -2%	13%	-3%
> O=C(CSc1nc2ccc(N3CCOCC3)cc2c(=O)n1CCc1ccccc1)NCC1CCCO1 (stereo not given)
  ?	?	6%
> CN1C(=O)CN2CCc3ccccc3C2c2cc(Cl)ccc21 (stereo not given)
  ?	1%	7%
> CC(C(=O)NC1CCCC1)N(C(=O)Cn1nnc(-c2ccc(F)cc2)n1)c1ccccc1F (stereo not given)
  23µM*	23µM*	nt
> O=S(=O)(c1ccc2c(c1)OCCO2)N1CCN(c2nc(-c3ccccc3)nc3ccccc23)CC1
  ?	?	1%
> Cc1c(C(=O)NC(=S)NCC(C)C)oc2ccccc12
  -8%	2%	3%
> COc1ccc(C(C)=O)cc1CSc1nc2ccccc2c(=O)n1-c1cccc(C)c1
  18µM*	18µM*	5%
> COCc1nnc(NC(C)=O)s1
  3%	-14%	-7%
> C(=N\Nc1nc2ccccc2[nH]1)/c1ccc2c(c1)OCCO2
  ?	?	10%
> CCOc1ccc(NC(=O)Nc2cccn(Cc3ccccc3)c2=O)cc1
  ?	15µM*	4%
> COc1ccccc1CCNC(=O)CNC(=O)c1ccc2ccccc2c1
  ?	?	1%&3%
> C=CCn1c(SCC(=O)c2cc(C)n(C(C)COC)c2C)nc2sc(C)c(C)c2c1=O (stereo not given)
  ?	18µM*	9%
> Cn1nnnc1SCC(=O)Nc1ccccc1Br
  -3%	10%	4%
> CC(C)C1=NN2C(=N)CC(=O)N=C2S1
  0%	1%	7%
> COc1ccc(CCC(=O)N2CCc3c([nH]c4ccccc34)C2c2ccc(F)cc2)cc1 (stereo not given)
  ?	?	3%
> Cc1sc2nc(SCC(=O)NCCO)n(-c3ccccc3)c(=O)c2c1C
  -7%	-26%	4%
> O=C(Nc1ccccc1F)c1ccncc1
  -7%	-8%	12%
> O=C(O)c1ccc(/C=N/NC(=O)c2ccc(Br)cc2)cc1
  1%	-10%	3%
> Cc1ccc(-n2c(=O)c3sccc3n(Cc3cc(=O)n4ccccc4n3)c2=O)cc1
  8%&-3%	-13%&-17%	6%&-1%
> C[C@H](NC(=O)c1nc[nH]c1C(=O)NC1CCNCC1)C(=O)OC(C)(C)C
  2%	10%	1%
> O=C(NCCN1CCC(n2c(=O)[nH]c3ccccc32)CC1)c1ccc(F)cc1Cl
  ?	?	nt
> COc1ccc(C(=O)N2CCC[C@@]3(CCN(c4ncccn4)C3)C2)cc1
  7%	-8%	nt
> COc1ccc(C(=O)COC(=O)CCn2nnc(-c3cccc(O)c3OC)n2)cc1
  -10%	-21%	4%
> Cc1cccc(C)c1NC(=O)CN(C)C(=O)CC1CC2CCC1C2 (stereo not given)
  8%	?	0%
> CC(O)COc1ccc(/C(=N/O)c2ccccc2)cc1 (stereo not given)
  -22%	-10%	-3%
> C[C@@H]1CN([C@H](C)CO)C(=O)CCCn2nncc2CO[C@H]1CN(C)Cc1cccc2c1OCCCO2
  -7%	8%	nt
> Cc1c(F)cccc1NC(=O)CCCCCC1NC(=O)NC1C (stereo not given)
  1%	-19%	-1%
> CCCc1c(C(=O)Nc2ccc(OC)cc2)cnn1-c1ccccc1
  -19%	?	1%
> C/C(=N/NC(=O)c1ccc2c(c1)OCO2)c1cccc([N+](=O)[O-])c1
  -9%	2%	-3%
> CSc1nc(N)nc2c1ncn2CC(=O)NCC1CCCO1 (stereo not given)
  -11%	-3%	0%
> CN1C(=O)/C(=C/c2ccccc2OCc2cccc(F)c2)NC1=S
  -1%	-24%	7%
> CCOCCCNC(=O)CN1C(=O)COc2ccc(S(=O)(=O)N3CCCCCC3)cc21
  1%&6%	28%&0%	1%&-3%
> CSC1=NCCN1C(=O)Cc1ccc(Cl)cc1
  -20%	-17%	0%
> CC(=O)Oc1c(-c2ccc(Br)o2)oc2ccccc2c1=O
  26µM*	15µM*	4%
> CC1(C)Cc2c(C#N)c(SCC(=O)c3ccccc3)nc(N3CCOCC3)c2CO1
  -81%	-83%	1%
> Cc1ccc(S(=O)(=O)NN2C(=O)c3ccccc3NC2c2ccccc2O)cc1 (stereo not given)
  -4%	4%	4%
> CC(C)(C)OC(=O)CNC(=O)c1[nH]cnc1C(=O)Nc1ccc(Cl)cc1
  ?	?	6%
> CCCOC(=O)c1ccc(NC(=O)Cn2nnc3sc4c(c3c2=O)CCC(C(C)(C)C)C4)cc1 (stereo not given)
  18µM*	8.2µM*	2%
> Cn1c(CCNC(=O)c2ccccc2F)nnc1SCc1nc2ccccc2c(=O)[nH]1
  -2%	-3%	7%
> COC(=O)c1c(-c2cccs2)csc1NC(=O)c1cccc(Cl)c1
  ?	-27%	?
> COc1ccc2cc(CN(C(=O)Nc3ccccc3OC)C3CCCC3)c(=O)[nH]c2c1
  ?	?	1%
> CCCCn1nnc(NC(=O)Cc2ccc(Cl)cc2)n1
  -9%	-10%	5%
> Cc1ccccc1C(=O)Nc1ccc2c(c1)OCCO2
  -18%	-24%	2%
> Cc1c(NC(=O)c2nc3ccccc3n(C)c2=O)cccc1[N+](=O)[O-]
  -3%	?	0%
> CCN(CC)S(=O)(=O)c1ccc(C(=O)Nc2ccc3c(c2)OCCO3)cc1
  -27%	-24%	1%
> CCOC(=O)c1cc(-c2csc(COc3ccccc3Cl)n2)on1
  21µM*	16µM*	5%
> CCCCOc1ccc(S(N)(=O)=O)cc1
  -12%	-15%	1%
> CCc1cccc2c(-c3ccc(F)cc3)nc(SCC(=O)Nc3ccccc3)nc12
  ?	-25%	5%
> CC(C)C(=O)Nc1ccc(NC(=O)CCc2ccccc2)cn1
  4%	-2%	2%
> COc1ccccc1CC(=O)Nc1cccc(C)n1
  -4%	2%	2%
> CCn1c(N2CCN(S(=O)(=O)c3ccc(OC)cc3)CC2)nc2ccccc21
  ?	?	nt
> CC1CC(C)CN(CCCNC(=O)CCNC(=O)Cn2cnc3ccccc3c2=O)C1 (stereo not given)
  4%	5%	2%
> O=C1NCCCN1Cc1ccc(Cl)cc1
  0%	1%	nt

More compounds
Values run as follows: TDP1 cell CPT	TDP1 cell noCPT	TDP1 block
> N#CCC(=O)N/N=C\c1cccc(OC/C=C/c2ccccc2)c1
  -12%	-3%	5%
> Cc1ccc(NC(=O)c2cc(-c3ccc(C)c(C)c3O)n[nH]2)cc1C
  1%	-22%	nt
> CC1=CC(C)(C)Nc2ccc(OC(=O)CN3C(=O)CCC3=O)cc21
  2.9µM*	2.8µM*	7%
> O=C(Nc1ccc(NC(=O)c2cccs2)cc1)c1ccc2c(c1)OCCO2
  -17%	-16%	-1%
> CCCCN1C(=O)C(CC(=O)NCCN2CCOCC2)CC(C(=O)N(C)C)=C1C (stereo not given)
  2%	4%	nt
> Cc1cc(C)n(C2CC(=O)N(c3ccc(C)c(Cl)c3)C2=O)n1 (stereo not given)
  0%	-1%	6%
> CC(=O)Nc1nc(N2C(=O)c3ccccc3C2=O)n(-c2ccccc2)n1
  -1%	1%	10%
> Cc1ccc([N+](=O)[O-])cc1/C=N/Nc1nnnn1-c1ccccc1
  3%	-7%	6%
> CC(C)NC(=O)COC(=O)/C=C/c1ccc(F)cc1
  -24%	-20%	1%
> COc1ccc(CN2CCC3(CC2)c2ccccc2[C@@H](NC(=O)c2ccccc2OC)[C@@H]3O)cc1O
  ?	?	nt
> CCN(CC)CCn1c(=N)n(CC(O)COc2ccccc2)c2ccccc21 (stereo not given)
  ?	18µM*	7%
> O=C(O)c1nccnc1C(=O)Nc1ccc(Cl)cc1Cl
  -3%	13%	nt
> CCc1nn(CC(=O)N2CCC(C(N)=O)CC2)c(=O)c2cc3occc3n12
  11%	-1%	4%
> Cc1ccc(CN2CCN(Cc3ccccc3)C(CCO)C2)s1 (stereo not given)
  -48%	-18%	1%
> CCCC(=O)Nc1cccc(Oc2ccc3c(c2)C(=O)NC3=O)c1
  -3%	-1%	nt
> Cc1ccc(C(=O)COC(=O)CNS(=O)(=O)c2ccccc2)cc1[N+](=O)[O-]
  -3%	?	2%
> CC(=O)c1c(C)c2c(n1CCN(C)C)CCCC2
  -22%	?	8%
> Cc1cc(N)n2nc(-c3ccc(C(C)(C)C)cc3)cc2n1
  ?	26µM*	5%
> Cc1ccc2c(c1)c1c(c(=O)n(-c3cccc(Cl)c3)c(=O)n1CC(=O)Nc1c(C)cccc1C)n2C
  -7%	0%	9%
> CCCC[C@@H]1CNCCN1CCCc1cc(OC)c(OC)c(OC)c1
  -22%	-4%	-20%
> COc1ccccc1NC(=O)Oc1ccc(C(C)=O)cc1
  -17%	6%	3%
> O=C(CSc1nc2ccccc2o1)Nc1nc2c(s1)CCCC2
  ?	15µM*	nt
> CC(=O)NC1CC2CCCC(C1)N2C(=O)Nc1cccc(C(C)=O)c1 (stereo not given)
  -5%	0%	nt
> COCCn1c(-c2ccc(C)cc2)nc2c(c(=O)c3ccccc3n2C)c1=O
  -7%	-5%	nt
> Cc1cc(Br)cn2c(Cc3ccccc3)c(C3CCCCC3)nc12
  18µM*	16µM*	nt
> CCCc1nc2sc3c(SCC(=O)NCc4ccco4)ncnc3c2c2c1CCC2
  ?	18µM*	20µM*
> COc1ccc(N2CCOCC2)c(NC(=O)c2cccnc2)c1
  -22%	-13%	8%
> CC(C)N1CC(C(=O)O)CC1=O (stereo not given)
  4%	4%	6%
> Cc1ccc(C)n1-c1ncn[nH]1
  0%	-17%	-5%
> Cc1csc2nc(CNS(=O)(=O)c3ccc4c(c3)CCCC4)cn12
  ?	9.2µM*	7%

Taken from the entries so far (four entries):
Values run as follows: TDP1 cell CPT	TDP1 cell noCPT	TDP1 block
> COc1ccc(N2CCOCC2)c(NC(=O)c2cccnc2)c1
  -22%	-13%	8%
> CC(C)N1CC(C(=O)O)CC1=O (stereo not given)
  4%	4%	6%
> Cc1ccc(C)n1-c1ncn[nH]1
  0%	-17%	-5%
> Cc1csc2nc(CNS(=O)(=O)c3ccc4c(c3)CCCC4)cn12
  ?	9.2µM*	7%

Additional results.
Values run as follows: TDP1 cell CPT	TDP1 cell noCPT	TDP1 block
> Cc1ccccc1OCC(=O)N/N=C/c1ccco1
  -4%	-15%	4%
> CC1CN(c2ccccc2)CCN1Cc1nc(Cc2ccccc2)no1 (stereo not given)
  3%	-1%	4%
> CCN1CCc2c(sc(NC(=O)C3CCCCC3)c2C(=O)OC)C1
  26µM*	?	nt
> Cc1cc(C)n(CC(=O)NCc2ccccc2)c(=O)c1C#N
  -5%	-11%	nt
> CCN1CCN(c2ccc(/C=C/c3ccnc4ccccc34)cc2)CC1
  11µM*	18µM*	nt
> COc1ccccc1NC(=O)Cc1nnc(SCC(=O)NC2CCCCC2C)n1C (stereo not given)
  5%	2%	nt
> CC(CN(C)Cc1nc(Cc2cccc(C(F)(F)F)c2)no1)CN1CCCC1 (stereo not given)
  21µM*	23µM*	6%
> O=C(O)CCN1C(=O)c2ccc(NC(=O)Cc3ccc(Cl)cc3)cc2C1=O
  14%	14%	nt
> CCOC(=O)CNC(=O)C1Cc2ccccc2CN1S(=O)(=O)c1cccs1 (stereo not given)
  0%	-1%	nt
> Cc1cc(C)c2c(CC(=O)N3CCCC3)coc2c1
  4%	-22%	11%

Gathered by group: those above with a cyano group.
Values run as follows: TDP1 cell CPT	TDP1 cell noCPT	TDP1 block
> CC1(C)Cc2c(C#N)c(SCC(=O)c3ccccc3)nc(N3CCOCC3)c2CO1
  -81%	-83%	1%
> N#CCC(=O)N/N=C\c1cccc(OC/C=C/c2ccccc2)c1
  -12%	-3%	5%
> Cc1cc(C)n(CC(=O)NCc2ccccc2)c(=O)c1C#N
  -5%	-11%	nt

Bioassay records from PubChem BioAssay.
